Screens from PubChem.
Tb PFK block = T. brucei PFK enzyme inhibition; O15648; T. brucei PFK, ADP-Glo luminescence; Potency, µM (highest dose often 57.5 µM), for inactives: at the top dose activity, negative = inhibition, usual class: inhibitors; 330,000 tested, 0.17% active;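 also: potency is read from the fitted curve at half-maximal effect; 0% = uninhibited 1x PFK enzyme wells and -100% = no-enzyme wells; nearly all actives have a fitted effect of over 60% in size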
Target sequence (O15648 whole entry, looked up): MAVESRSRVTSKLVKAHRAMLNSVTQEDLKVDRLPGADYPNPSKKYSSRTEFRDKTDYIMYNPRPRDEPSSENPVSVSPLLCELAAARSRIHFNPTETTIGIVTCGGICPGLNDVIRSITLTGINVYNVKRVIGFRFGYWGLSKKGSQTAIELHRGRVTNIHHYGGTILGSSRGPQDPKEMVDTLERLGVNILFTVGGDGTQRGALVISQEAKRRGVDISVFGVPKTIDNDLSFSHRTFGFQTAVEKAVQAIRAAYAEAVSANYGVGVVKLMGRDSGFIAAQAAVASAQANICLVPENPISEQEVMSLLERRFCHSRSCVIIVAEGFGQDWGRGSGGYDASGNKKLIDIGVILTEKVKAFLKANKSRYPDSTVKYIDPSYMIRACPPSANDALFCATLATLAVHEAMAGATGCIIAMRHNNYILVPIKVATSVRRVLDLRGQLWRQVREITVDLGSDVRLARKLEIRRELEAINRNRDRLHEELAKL
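Compounds were pin-transferred as a titration series up to 57 uM into substrate buffer (0.5 mM F6P, 0.1 mM ATP, pH 8.0), then 1.25 nM PFK was added and reactions ran 45 min before ADP-Glo detection.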
Coupling enz = counter-screen for Giardia aldolase inhibitors: coupling enzyme system | coupling enzyme system counterscreen, AmpLite Red fluorescence | activity change, negative = inhibition, % at 58.2 µM, hits read low | 290,000 tested, 0.67% active; in the data active = activity change below about -30%; also: % is scaled to controls: 0 for no effect and ±100 for the full control effect
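Activity here indicates interference with the coupling reaction, not aldolase inhibition. Compounds at 57.5 uM final met coupling enzymes for 10 min at RT; substrate and AmpLite Red detection followed, with a 525/598 nm fluorescence read after 20 min.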
Giardia killer = Giardia lamblia killing | Giardia lamblia trophozoite viability | activity change, % at 7.66 µM, hits read low | AID 540267 | 340,000 tested, 0.15% active; in the data active = activity change below about -80%; inconclusive = between about -30% and that limit;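 also: parasites exposed to compound for two days anaerobically before the ATP read; % is scaled to controls: 0 for no effect and ±100 for the full control effect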
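ATP-content bioluminescence gauges trophozoite survival. Cells (100/well) receive compound and incubate anaerobically for 48 hrs at 37 deg C; detection reagent follows for 15-30 min at room temperature.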
ELG1 genotox = inducers of genotoxicity in HEK293T ELG1-luciferase cells. HEK293T ELG1-luciferase reporter, luminescence, 16 h. Potency, µM (highest dose often 46 µM), without a hit: at the top dose activity change, positive = activation, most hits filed as activators. 330,000 tested, 1.3% active; also: potency is read from the fitted curve at half-maximal effect; % of control where 0% means no effect; nearly all actives have a fitted effect of over 60% in size
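Screening used a luciferase reporter fused to human ELG1 in HEK293T cells. Luminescence was read on a CCD plate imager after 16 hr exposure and 30 min ONE-Glo incubation.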
KCNH2 3.1 block = blocks the human KCNH2 3.1 channel isoform | 340,000 tested, 0.95% active | activity change, % (tested at about 1.8 µM) | U2OS KCNH2 3.1, thallium flux FluxOr; hits give low values;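 active = maximum activity change below -70%; inconclusive = maximum activity change from -70% to -50%; inactive = maximum activity change above -50%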;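 also: thallium influx rate constant from kinetic fluorescence after stimulation buffer; % is scaled to controls: 0 for no effect and ±100 for the full control effect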
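Kinetic fluorescence (2 min after stimulation buffer) measures Tl+ influx through KCNH2 3.1 expressed by viral transduction in U2OS cells; the rate constant is normalized against DMSO controls serving as positive and negative references.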
VP16 counter = inhibits Gal4-VP16 luciferase reporter, ROR gamma counter-screen. 310,000 tested, 3.5% active. Drosophila S2 Gal4-VP16 UAS-luciferase, luminescence, 20 h. Potency, µM (highest dose often 53.6 µM), for the others: top-dose activity, negative = inhibition, usual class: inhibitors. AID 2546;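 also: Gal4-VP16 expression switched on by copper sulfate through the metallothionein promoter; potency is read from the fitted curve at half-maximal effect; % is scaled to controls: 0 for no effect and ±100 for the full control effect; nearly all actives have a fitted effect of over 50% in size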
Rab9 prom act = activators of Rab9 promoter; Potency, µM (series often up to 9.22 µM), for the others: at the top dose activation, negative = inhibition, hits mostly activators; Huh7 Rab9 promoter-luciferase reporter, luminescence, 24 h; AID 485297; 320,000 tested, 2.8% active; also: potency is read from the fitted curve at half-maximal effect; % of control where 0% means no effect; nearly all actives have a fitted effect of over 60% in size
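Luminescence from Amplite-detected luciferase (10 minutes, ambient) reports Rab9 promoter activation. Before that, stable Rab9-luciferase Huh7 cells (1500/well, reduced-serum OP-MEM I plus 10% FBS) were exposed to compound for 24 hours at 37C.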
uPA generation = cell surface uPA generation inhibition; Potency, µM (titrated, usually from 38.3 µM), inactives show at the top dose activity change, negative = inhibition, hits mostly inhibitors; 330,000 tested, 0.31% active; AID 540303; cell surface uPA generation assay, qHTS; active = well fitted inhibition curve with a large enough effect; inconclusive = small, poorly fitted or top-dose-only effect; inactive = no such curve, though single readings can be large or run the other way; tested in mouse RAW 264.7 cells; also: potency is read from the fitted curve at half-maximal effect; % is scaled to controls: 0 for no effect and ±100 for the full control effect; nearly all actives have a fitted effect of over 55% in size
NPC1 prom act = activators of NPC1 promoter. 320,000 tested, 2.4% active. Potency, µM (doses to about 9.22 µM), for the others: at the top dose activation, actives largely listed as activators. Huh7 NPC1 promoter luciferase reporter, 24 h;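 also: potency is read from the fitted curve at half-maximal effect; % of control where 0% means no effect; nearly all actives have a fitted effect of over 60% in size; reporter is driven by a mutant NPC1 promoter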
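Luciferase expression driven by the NPC1 promoter was measured in stably transfected Huh7 cells after a 24 h compound incubation, using a luciferase reagent and a luminescence read.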
RORgamma inh = inhibitors of mouse ROR gamma transcriptional activity. P51450. Drosophila S2 Gal4-RORgamma UAS-luciferase reporter, 20 h. 310,000 tested, 5.4% active. AID 2551. Potency, µM (titrated, usually from 53.6 µM), without a hit: top-dose activity change, negative = inhibition, hits mostly inhibitors; also: potency is read from the fitted curve at half-maximal effect; % is scaled to controls: 0 for no effect and ±100 for the full control effect; nearly all actives have a fitted effect of over 60% in size
Target sequence (P51450 whole entry, looked up, the tested form may be a part): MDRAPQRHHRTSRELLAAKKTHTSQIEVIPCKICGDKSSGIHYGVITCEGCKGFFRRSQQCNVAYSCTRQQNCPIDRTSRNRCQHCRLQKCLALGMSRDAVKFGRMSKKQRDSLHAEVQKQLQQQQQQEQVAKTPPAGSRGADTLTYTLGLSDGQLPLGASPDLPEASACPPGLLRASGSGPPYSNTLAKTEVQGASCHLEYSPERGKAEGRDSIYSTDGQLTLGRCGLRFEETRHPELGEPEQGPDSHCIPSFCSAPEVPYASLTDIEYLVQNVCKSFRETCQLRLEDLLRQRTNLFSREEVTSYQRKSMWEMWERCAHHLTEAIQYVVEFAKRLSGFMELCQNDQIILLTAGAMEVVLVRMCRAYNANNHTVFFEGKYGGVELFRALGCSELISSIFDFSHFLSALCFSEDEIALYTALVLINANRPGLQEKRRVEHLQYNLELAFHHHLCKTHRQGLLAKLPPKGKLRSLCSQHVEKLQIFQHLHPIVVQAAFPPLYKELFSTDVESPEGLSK
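Luciferase reporter read in Schneider cells carrying Gal4-RORγ (mouse) and UAS-Photinus luciferase; cells given compound 1 h before 700 uM copper sulfate induction, then incubated 20 h at ambient temperature.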
FLuc counter = inhibits or activates purified firefly luciferase, miR-21 counter-screen. P08659. purified FLuc, Km substrates, luminescence inhibition. Potency, µM (titrated, usually from 57.5 µM), inactives show top-dose activity change, negative = inhibition, hits mostly inhibitors. 360,000 tested, 6.9% active. AID 588342;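 also: potency is read from the fitted curve at half-maximal effect; plate controls were vehicle for no effect and reference inhibitor for full effect; nearly all actives have a fitted effect of over 55% in size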
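Biochemical qHTS of compounds, final roughly 60 µM downward over six points, against 10 nM purified firefly luciferase using Km concentrations of substrates (10 uM D-luciferin, 10 uM ATP) in Tris acetate pH 7.5 buffer; luminescence output.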
* = called active by the depositor; ? = inconclusive; . = no result given; & = joins results of further samples; [ ] = dose if it differs, or a comment. Unless noted, calls follow the shape of the dose curve; as a rule, active = well fitted curve in the direction sought with a large enough effect; inconclusive = small, poorly fitted or top-dose-only effect, or another doubt; inactive = no such curve, though single readings can be large; an effect the other way counts as inactive or inconclusive.

SMILES	Tb PFK block	Coupling enz	Giardia killer	ELG1 genotox	KCNH2 3.1 block	VP16 counter	Rab9 prom act	uPA generation	NPC1 prom act	RORgamma inh	FLuc counter
CN(C)c1nn(C(=O)Nc2ccc(Cl)cc2Cl)cc1-c1ccccc1	-0.4%	-2.1	-15.7	-0.9%	-2.9	-20.2%	-0.5%	-3.0%	7.3%	-2.2%	-15.3%
CCCc1cc(=O)[nH]c(SCc2ccc(F)cc2)n1	1.2%	-2.2	-9.8	-1.1%	-17.7	-0.5%	-1.5%	5.7%	-1.3%	30.9%	-1.0%
CCCCCCC1C(C#N)=C(N)OC2=C1C(=O)CCC2 (centres undefined)	-9.2%	4.3	10.5	-4.0%	9.0	-27.7%	-0.4%	0.5%	6.4%	7.0%	-0.7%
O=S(=O)(CCSc1ccccn1)c1nc2ccccc2s1	-2.6%	0.4	-6.0	-10.0%	-13.2	?	-4.4%	?	-1.2%	12.6µM*	3.1%
CCOc1ccc(N(C(C)C(=O)NC2CCCCCC2)S(C)(=O)=O)cc1 (centres undefined)	-2.9%	2.8	-6.9	-7.5%	0.3	.	-0.1%	12.0%	0.7%	20.1%[0.365 µM]	-0.4%
NS(=O)(=O)c1cccc(NC(=O)CSc2n[nH]c(-c3cccs3)n2)c1	-8.9%	.	-28.6	0.6%	-11.7	.	-1.5%	6.7%	-0.5%	.	?
Cc1cc(OC(F)F)ccc1NC(=S)NC1CCCC1	-9.8%	1.1	12.0	1.8%	-2.2	7.08µM*	5.3%	4.8%	-2.2%	2.51µM*	0.1%
C=CCN1CCN(C(=O)c2ccc(-c3ccccc3)cc2)CC1	-8.4%	-0.4	?	1.5%	13.7	.	1.5%	6.3%	-2.9%	.	-11.2%
Cc1c(Cl)cccc1NC(=O)COC(=O)CN1C(=O)NC(C)(C)C1=O	-5.7%	2.1	-21.3	6.5%	0.8	-12.4%	0.7%	-4.3%	0.5%	-3.4%	-0.3%
CCN1CCCc2cc(CN(CCN3CCOCC3)C(=S)Nc3ccccc3C)ccc21	-5.7%	-0.8	14.5	-11.1%	-6.6	-10.5%[10 µM]	-11.1%	0.9%	-1.0%	4.9%	-0.5%
CCOC(=O)c1ccc(NC(=O)CCn2c(=O)oc3ccccc32)cc1	0.7%	-0.8	13.4	-7.1%	1.7	7.8%	-0.4%	10.9%	-5.5%	1.9%	-3.4%&-7.5%
O=C(OCc1ccc([N+](=O)[O-])cc1)C1CC(=O)N(Cc2ccccc2Cl)C1 (centres undefined)	0.2%	.	-8.2	-0.3%	-36.8	-1.2%	1.8%	0.0%	-1.3%	4.0%	4.1%

Next section.
SMILES	Tb PFK block	Coupling enz	Giardia killer	ELG1 genotox	KCNH2 3.1 block	VP16 counter	Rab9 prom act	uPA generation	NPC1 prom act	RORgamma inh	FLuc counter
CCn1c(=O)cc(SCC(=O)Nc2ccc(OC)c(OC)c2)c2ccccc21	3.5%	6.6	8.0	1.5%	0.8	?	-0.8%	-4.6%	-1.6%	26.0%	3.7%
COc1ccccc1NC(=O)NNC(=O)CCc1ccccc1	1.0%	1.4	-9.3	3.7%	-10.2	-5.2%	2.2%	1.2%	6.6%	-34.9%	-1.7%
O=C(N1CCCCC1)N1CCN(C(=O)N(c2ccccc2)c2ccccc2)CC1	-2.7%	8.0	-4.6	-2.5%	3.8	-5.1%	-4.7%	-17.6%	1.4%	18.2%	-0.8%
O=C(C[C@H]1C[C@H](C(=O)N2CCOCC2)[C@@]2(CCC3CCCC3)c3[nH]c4ccc(Cl)cc4c3CCN2C1=O)NCc1ccco1	-2.7%	.	4.0	-5.8%	-20.4	.	.	6.2%	.	.	.
Cc1ccc(N=C2NC(=O)c3cccc([N+](=O)[O-])c32)cc1	0.0%	0.1	-25.8	16.1%	3.0	1.0%	5.1%	-0.9%	2.2%	4.7%	?
Cc1cccc(C(=O)NCC(=O)Nc2ccncc2)c1	-1.7%	.	7.2	-3.5%	-0.8	.	-0.1%	10.7%	2.0%	.	-0.8%
COc1cccc(-c2nnc(SCC(N)=O)n2-c2ccc(Cl)cc2)c1	-15.1%	3.8	1.6	-2.6%	-7.6	3.2%	-9.2%	-1.3%	0.2%	10.8%	-3.7%
COc1ccc(NC2CCCCC2NS(=O)(=O)c2ccc(C)cc2)cc1 (centres undefined)	0.3%	.	-5.2	-7.3%	6.0	13.8%	5.4%	-18.4%	15.2%	28.0%	1.0%
Cc1c(Br)c(-c2n[nH]c(=S)n2Cc2ccco2)nn1C	-5.7%	3.0	-10.1	3.0%	-1.4	-2.8%	-0.3%	-1.4%	-1.4%	22.4µM*	2.0%
O=C(CCC(=O)N1CCN(c2ccccc2)CC1)Nc1nnc(C2CCCCC2)s1	-0.3%	2.0	0.5	-1.1%	3.6	0.5%	1.9%	5.3%	-3.8%	-1.0%	1.4%
CS(=O)(=O)Nc1ccc(C(=O)NCCSCc2ccccc2)cc1	1.1%	4.9	16.7	-0.2%	-19.3	3.5%	9.5%	0.4%	3.0%	-12.0%	-2.5%
COc1ccc(C(=O)NCc2ccco2)cc1S(=O)(=O)N1CCOCC1	2.3%	6.4	-3.2	0.6%	3.4	-0.2%	-3.4%	-3.2%	-1.6%	-16.0%	0.4%

Other results follow:
SMILES	Tb PFK block	Coupling enz	Giardia killer	ELG1 genotox	KCNH2 3.1 block	VP16 counter	Rab9 prom act	uPA generation	NPC1 prom act	RORgamma inh	FLuc counter
COC(=O)C1=C(C)NC2=C(C(=O)CC(c3cccs3)C2)C1c1ccsc1 (centres undefined)	-2.7%	-3.1	10.8	-9.5%	-8.7	-7.5%	10.7%	-8.8%	-2.2%	-12.1%	-2.2%
COc1ccc([N+](=O)[O-])cc1NS(=O)(=O)c1cc(C(=O)NCc2cccnc2)ccc1Cl	-1.5%	.	0.2	-2.7%	-17.0	.	1.3%	-21.9%	-7.6%	.	.
CCCC(=O)Nc1ccc(C(=O)NCCc2ccc(F)cc2)cc1	-3.0%	2.5	-4.5	-1.9%	1.5	-9.6%	23.1%	-6.1%	1.0%	18.0%	-1.9%
O=C1C2=C(c3ccccc31)[N+](=O)C1CCCCC1N2[O-] (centres undefined)	0.2%	-38.1*	10.9	4.3%	-17.5	0.3%	18.9%	-0.8%	21.0%	-30.3%	-1.0%
CC1CCCCN1Cc1ccc(-c2nnn(CC(=O)NC3CCCCC3)n2)cc1 (centres undefined)	1.2%	1.0	6.8	-2.2%	12.2	1.5%	-4.9%	0.5%	-2.8%	-8.9%	-0.4%
C=CCNC(=O)CSc1nnc(C(CC)N(C)C)n1C1CCCCC1 (centres undefined)	0.0%	-5.9	11.8	3.3%	-3.4	-10.6%	2.0%	4.9%	-2.9%	12.5%	-2.1%
Cc1cc(C)c(S(=O)(=O)NCc2cn3ccccc3n2)c(C)c1	-2.1%	.	17.9	-3.3%	-4.2	4.6%	-2.3%	11.6%	-0.5%	-4.8%	2.9%
COc1ccc(/C=C\C(=O)NCC(=O)N/N=C/c2ccc(O)cc2O)cc1	5.4%	5.6	13.9	?	-4.9	-11.9%	-0.5%	-10.6%	-1.7%	1.3%	?
CNC(=O)C(=O)N/N=C/c1ccccn1	-12.6%	3.1	-3.3	0.4%	16.1	-5.5%	-4.4%	4.6%	-2.5%	0.2%	-1.8%
CCN(CC)S(=O)(=O)c1ccc2[nH]c(=O)cc(C(=O)NCc3ccccc3)c2c1	0.3%	1.4	-1.7	19.4%	2.6	2.4%	2.9%	-0.8%	1.7%	-39.9%	-0.3%
COc1ccc2[nH]cc(/C=C/c3cc[n+](C)cc3)c2c1	-4.4%	-13.6	28.0	-4.7%	9.9	4.5%	-35.7%[inhibitor]	-1.2%	-24.2%	14.0%	-1.5%
CC1CCCCC1NC(=O)CSc1nnc(COc2ccc(Cl)cc2)o1 (centres undefined)	6.6%	2.5	-12.1	3.1%	7.6	6.8%	0.0%	2.9%	-4.9%	17.5%	-0.7%
Cc1cc(C)nc(Nc2ccc(Br)cc2C(=O)O)n1	1.2%	-26.4	17.1	-3.9%	24.0	-0.5%	-4.1%[1.84 µM]	-0.6%	-11.7%	1.8%	?
